Screening results deposited in PubChem by National Center for Advancing Translational Sciences (NCATS).
NIH3T3 tox – Cytotoxic Profiling in NIH 3T3 Cell Line of Diverse Libraries Using Quantitative High-Throughput Screening; NIH 3T3 viability, CellTiter-Glo ATP luminescence, 48-72 h; Potency, µM (series often up to 96.7 µM), for inactives: at the highest dose activity change, negative = cytotoxicity, most hits filed as inhibitors; 4.3% of 94,000 active; AID 1345082, 2018; further: potency means the concentration at half of the fitted maximal effect; nearly all actives have a fitted effect of over 55% in size
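Luminescent ATP readout (CellTiter-Glo, 10 min RT) after 48 or 72 hr compound exposure of NIH 3T3 cells seeded at 400 cells/well in 1536-well format; quantitative HTS.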
GPT2 inhibitor – Primary qHTS assay for inhibitors of Glutamate pyruvate transaminase 2 (GPT2) | Alanine aminotransferase 2 (Homo sapiens), Q8TD30 | Recombinant GPT2, coupled pyruvate oxidase/HRP Amplex Red fluorescence | Potency, µM (highest dose often 57.7 µM), inactives show at the highest dose activity change, negative = inhibition, most hits filed as inhibitors | 0.25% of 100,000 active | AID 1671188, 2021; further: potency means the concentration at half of the fitted maximal effect; nearly all actives have a fitted effect of over 60% in size; many of its hits are not listed in these tables
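Fluorescence read-out: pyruvate from GPT2 turnover coupled to pyruvate oxidase, HRP and Amplex Red (0.2mM ThPP, 0.2U/mL PO and HRP, 50uM Amplex final). Substrates 250uM a-KG, 2mM L-alanine; enzyme 10ng/uL; 30 min RT.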
SNCA expr inhib – Primary qHTS assay for inhibitors of alpha-synuclein gene (SNCA) expression; HEK-293 SNCA-luciferase knock-in, luminescence, 24 h; 0.17% of 140,000 active; Potency, µM (doses to about 57.2 µM), for the others: at the highest dose activity change, negative = inhibition, most hits filed as inhibitors;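 further: potency means the concentration at half of the fitted maximal effect; plate controls were DMSO cells for no effect and cell-free wells for full effect; nearly all actives have a fitted effect of over 45% in size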
HEK293 viab – GF-AFC viability counterscreen for inhibitors of alpha-synuclein gene (SNCA) expression; 0.12% of 150,000 active; HEK-293-SNCA-luc viability, GF-AFC fluorescence, 24 h; Potency, µM (titrated, usually from 57.1 µM), inactives show top-dose activity change, negative = cytotoxicity, usual class: cytotoxic;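 further: potency means the concentration at half of the fitted maximal effect; 0% = DMSO-treated cells and -100% = medium-only wells without cells; nearly all actives have a fitted effect of over 30% in size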
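HEK-293-SNCA-luc cells (1500/well) plated 24 h, then exposed 24 h to a dilution series; GF-AFC added 30 min at 37C, fluorescence 405/540 nm; normalised to medium-only and DMSO wells, Hill fit.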
Luciferase inh – Firefly luciferase inhibition profiling of diverse chemical library using quantitative high-throughput screening | AID 1347043, 2019 | Potency, µM (titrated, usually from 115 µM), without a hit: top-dose activity change, negative = inhibition, actives largely listed as inhibitors | 2.5% of 76,000 active | purified P. pyralis luciferase, luminescence, biochemical | Luciferin 4-monooxygenase (Photinus pyralis), P08659; further: potency means the concentration at half of the fitted maximal effect; nearly all actives have a fitted effect of over 65% in size
Target sequence (P08659 whole entry, looked up): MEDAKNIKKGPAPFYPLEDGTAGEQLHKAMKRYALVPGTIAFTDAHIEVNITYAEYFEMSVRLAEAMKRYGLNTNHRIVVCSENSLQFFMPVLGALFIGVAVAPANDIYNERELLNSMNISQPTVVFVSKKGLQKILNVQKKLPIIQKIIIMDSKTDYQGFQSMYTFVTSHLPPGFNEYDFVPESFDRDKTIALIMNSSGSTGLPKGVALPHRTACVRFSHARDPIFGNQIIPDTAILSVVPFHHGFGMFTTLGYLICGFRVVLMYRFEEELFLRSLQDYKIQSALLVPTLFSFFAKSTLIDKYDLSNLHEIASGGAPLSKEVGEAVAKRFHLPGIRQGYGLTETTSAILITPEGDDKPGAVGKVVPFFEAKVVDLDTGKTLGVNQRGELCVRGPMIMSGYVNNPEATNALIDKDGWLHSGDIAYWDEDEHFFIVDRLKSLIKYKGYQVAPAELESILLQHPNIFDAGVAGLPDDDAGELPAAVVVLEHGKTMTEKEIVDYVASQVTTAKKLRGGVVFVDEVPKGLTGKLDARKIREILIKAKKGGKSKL
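Biochemical qHTS: compound (6-point titration) added to 10uM D-luciferin plus 10uM ATP in Tris acetate pH 7.5 buffer with Mg, Tween-20 and BSA, then purified enzyme at 10nM; light output imaged.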
HEK293 tox – Cytotoxic Profiling in HEK 293 Cell Line of Diverse Libraries Using Quantitative High-Throughput Screening. AID 1345083, 2018. 6.6% of 94,000 active. HEK 293 viability, ATP luminescence (CellTiter-Glo), 48-72 h. Potency, µM (highest dose often 115 µM), for inactives: at the highest dose activity change, negative = cytotoxicity, most hits filed as inhibitors; further: potency means the concentration at half of the fitted maximal effect; nearly all actives have a fitted effect of over 60% in size
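ATP-coupled CellTiter-Glo luminescence served as viability read-out, recorded 10 min after reagent addition at room temperature. HEK 293 cells, 250 cells/well, had been incubated with pintool-transferred compound for 48 or 72 hr at 37 degree Celsius.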
IP6K1 inhibitor – Primary qHTS assay for small molecule inhibitors of Inositol hexaphosphate kinase 1 (IP6K1). Inositol hexakisphosphate kinase 1 (Homo sapiens), Q92551. IP6K1 kinase, ADP-Glo luminescence, 2 h; stronger effect = lower value. activity change, % (series mostly up to about 58 µM). 0.81% of 140,000 active. AID 1645851, 2021; in the data active means activity change below about -25%
Target sequence (Q92551 whole entry, looked up): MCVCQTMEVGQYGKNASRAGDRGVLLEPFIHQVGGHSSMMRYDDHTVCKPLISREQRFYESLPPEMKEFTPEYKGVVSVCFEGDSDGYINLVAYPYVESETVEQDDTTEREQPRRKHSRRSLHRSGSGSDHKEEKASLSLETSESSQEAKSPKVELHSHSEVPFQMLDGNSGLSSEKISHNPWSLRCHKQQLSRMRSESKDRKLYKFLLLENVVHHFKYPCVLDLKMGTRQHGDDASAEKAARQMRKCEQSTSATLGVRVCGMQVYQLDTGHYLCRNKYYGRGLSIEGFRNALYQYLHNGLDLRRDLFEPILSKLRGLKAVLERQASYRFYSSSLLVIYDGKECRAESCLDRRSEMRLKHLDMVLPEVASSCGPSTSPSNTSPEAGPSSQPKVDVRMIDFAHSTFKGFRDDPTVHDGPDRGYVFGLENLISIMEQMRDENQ
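ADP-Glo luminescence measures ADP made by human IP6K1 during a 2 h RT reaction with ATP/IP6 (mix at 1.3 mM/130 uM); top library doses 57.5 and 19.1 uM final.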
* = called active by the depositor; i = inactive; ? = inconclusive; nt = no result given; [ ] = dose if it differs, or a comment. Unless noted, the call rests on the fitted dose curve; in most records, active means well fitted curve in the direction sought with a large enough effect; inconclusive means small, poorly fitted or top-dose-only effect, or another doubt; inactive means no such curve, though single readings can be large; an effect the other way counts as inactive or inconclusive. Unless noted, on the % scale 0 is the no-effect control and ±100 the full control effect. Some of the compounds tested; rates above refer to the full screens.

SMILES	NIH3T3 tox	GPT2 inhibitor	SNCA expr inhib	HEK293 viab	Luciferase inh	HEK293 tox	IP6K1 inhibitor
Cc1ccc(S(=O)(=O)c2cn(C)c3cc(N4CCCC4)c(F)cc3c2=O)c(C)c1	nt	nt	31.6%[activator]	-4.2%	nt	nt	25.3
O=C(NC1CCN(C(=O)c2ccc(-c3cncnc3)cc2)CC1)c1ccc(Cl)nc1	-21.1%	i	10.0%	12.4%[12.5 µM]	nt	-21.1%	-11.1
COc1ccc(CNC(=O)Cn2ccn3nc4c(c3c2=O)CCCC4)cc1OC	3.4%	3.8%	28.5%	-11.3%	-3.0%	-3.3%	28.6
COC(=O)[C@@H](C)NC(=O)[C@H]1CN(C(=O)Nc2ccccc2)CCN1C(=O)c1cccs1	2.4%	-2.4%	0.2%	2.0%	1.4%	-1.8%	-2.4
O=C(NCC(c1cccnc1)N1CCN(Cc2ccccc2)CC1)C(=O)Nc1cccc(Cl)c1 (stereo unspecified)	nt	nt	16.9%	-0.6%	nt	nt	16.0
Cc1ccc(C(=O)NC2CCN(c3cc(-c4ccc(F)cc4)[nH]n3)C2)cc1C (stereo unspecified)	?	?	-5.9%	-12.2%	4.8%	?	13.8
Cc1cccc(C(=O)N2CCN(C(=O)c3nnn4c3COC(c3ccc(Cl)cc3)C4)CC2)c1 (stereo unspecified)	-22.9%	-9.7%	-21.8%	5.6%	-0.8%	?	-6.5
CC(C)(C)NC(=O)N1CCCC(c2nc(CCOc3ccc(F)cc3)no2)C1 (stereo unspecified)	-22.4%	i	45.9%[activator]	2.8%	-13.0%	?	3.3
Cc1ccc(C)c(Cn2c(=O)n(Cc3ccccc3)c(=O)c3c2c2cc(C)ccc2n3C)c1	nt	nt	-12.1%	3.7%	nt	nt	-5.8
O=C(CCCc1ccccc1)NC1CC(=O)N(c2ccc(Cl)cc2)C1 (stereo unspecified)	nt	nt	-7.4%	9.1%	nt	nt	30.1
Cc1ccc2nc3c(cc(C#N)c(=O)n3-c3nnc(SCc4ccccc4)s3)c(=O)n2c1	nt	nt	15.5%	24.9%	nt	nt	-1.2
CCN(CC)C1CCOC2(CCN(C(=O)C(C)C)CC2)C1 (stereo unspecified)	i	i	0.0%	-1.5%	2.1%	6.6%	-9.8
O=C(Nc1ccccc1)N1CCCC(C(=O)N2CCCC(c3nc4ccncc4[nH]3)C2)C1 (stereo unspecified)	-16.4%	i	?	3.8%	nt	2.5%	0.8
Cc1cccc(NC(=O)CCn2cnnn2)c1C	nt	nt	3.1%	-4.0%	nt	nt	22.5
COc1ccc(CC(=O)N2CC[C@H]3COC(=O)N3c3cc(F)ccc3C2)cc1	2.3%[174 µM]	-1.4%[88.5 µM]	-12.4%[87.6 µM]	-10.5%[87.6 µM]	2.1%[172 µM]	-6.9%[172 µM]	10.0
CC(C)C1=NOC2(CCN(C(=O)c3ccc4c(c3)OCO4)C2)C1 (stereo unspecified)	79.4µM*	0.6%	27.7%	10.1%	nt	-30.4%	6.0
CCc1cccc(C)c1NC(=O)C1CCCN(S(=O)(=O)c2cccc3nsnc23)C1 (stereo unspecified)	nt	nt	-12.8%	-5.0%	nt	nt	-11.1
O=C(Nc1cc(Cl)cc(Cl)c1)c1ccc2c(c1)N(Cc1cccc(Cl)c1)C(=O)c1ccccc1S2=O (stereo unspecified)	nt	nt	30.9%	21.0%	nt	nt	6.5
COc1cccc(N2C(=O)CSC23C(=O)N(CC(=O)Nc2cccc(Cl)c2)c2ccccc23)c1 (stereo unspecified)	nt	nt	-9.3%	-15.3%	nt	nt	2.4
Cc1ccccc1Nc1cc2c(nc1-c1ccccc1)nc(C(=O)NCCN(C)C)n2C	31.6µM*	?	-19.3%[87.6 µM]	?	-0.9%[172 µM]	39.8µM*	8.1
O=C(CSc1nnc(-c2ccccc2Cl)o1)N1CCCc2ccccc21	nt	nt	14.9%	-0.4%	nt	nt	0.2
CCCCN1CC(c2nc3ccccc3n2CCCCOc2ccc(C)c(C)c2)CC1=O (stereo unspecified)	nt	nt	?	?	nt	nt	14.8
NC(=O)CC[C@@H]1NC(=O)[C@H](Cc2ccccc2)NC(=O)[C@H](Cc2ccc(O)cc2)NC(=O)CCSSC[C@@H](C(=O)N2CCC[C@H]2C(=O)N[C@@H](CCCN=C(N)N)C(=O)NCC(N)=O)NC(=O)[C@H](CC(N)=O)NC1=O	nt	i	-7.3%[25.6 µM]	0.9%[23.9 µM]	nt	nt	23.8
Cc1ccc2c(c1)c1c3n2CCN(C(=O)c2ccc(C(F)(F)F)cc2)C3CCC1 (stereo unspecified)	nt	nt	18.5%	23.1%	nt	nt	17.7
O=c1c2c(-c3ccc(Cl)cc3)ccnc2[nH]n1-c1ccccc1	nt	nt	10.5%	0.3%	nt	nt	9.4
CC(C)NC(=O)N1CCC[C@@H](O)[C@H](NC(=O)c2ccc(OCCN3CCCC3)cc2)C1	-16.1%[174 µM]	-7.5%[88.5 µM]	-11.5%[87.6 µM]	-1.4%[87.6 µM]	-5.7%[172 µM]	2.3%[172 µM]	6.7
Cc1ccc(Nc2ccnc(N3CCC(NC(=O)N(C)C)CC3)n2)cc1	44.7µM*	i	-10.6%[87.6 µM]	-8.9%[87.6 µM]	nt	?	12.3
O=C(CCS(=O)(=O)c1nc(-c2cccs2)cc(C(F)(F)F)n1)Nc1ccc(OC(F)(F)F)cc1	nt	nt	2.0%	-1.5%	nt	nt	-58.0*
CC1=C(c2ccc(C)cc2)S(=O)(=O)N(Cc2ccc(C(=O)NCc3cccc(C)c3)cc2)C1=O	nt	nt	-12.6%	4.2%	nt	nt	41.6
Cc1ccc(SCC(=O)Nc2ccc3oc(-c4ccccc4C)nc3c2)cc1	nt	nt	51.5%[activator]	12.7%	nt	nt	18.6

Whole records as entered above. Order of screens: NIH3T3 tox | GPT2 inhibitor | SNCA expr inhib | HEK293 viab | Luciferase inh | HEK293 tox | IP6K1 inhibitor
O=c1c2c(-c3ccc(Cl)cc3)ccnc2[nH]n1-c1ccccc1 is listed with nt | nt | 10.5% | 0.3% | nt | nt | 9.4
NC(=O)CC[C@@H]1NC(=O)[C@H](Cc2ccccc2)NC(=O)[C@H](Cc2ccc(O)cc2)NC(=O)CCSSC[C@@H](C(=O)N2CCC[C@H]2C(=O)N[C@@H](CCCN=C(N)N)C(=O)NCC(N)=O)NC(=O)[C@H](CC(N)=O)NC1=O is listed with nt | i | -7.3%[25.6 µM] | 0.9%[23.9 µM] | nt | nt | 23.8
COc1cccc(N2C(=O)CSC23C(=O)N(CC(=O)Nc2cccc(Cl)c2)c2ccccc23)c1 (stereo unspecified) is listed with nt | nt | -9.3% | -15.3% | nt | nt | 2.4

(further entries)
SMILES	NIH3T3 tox	GPT2 inhibitor	SNCA expr inhib	HEK293 viab	Luciferase inh	HEK293 tox	IP6K1 inhibitor
C[C@@H]1CC=CC=CC=CC=C[C@@H](O[C@@H]2O[C@H](C)[C@@H](O)[C@H](N)[C@H]2O)C[C@@H]2O[C@](O)(C[C@@H](O)C[C@@H]3O[C@@H]3C=CC(=O)O1)C[C@H](O)[C@@H]2C(=O)O	nt	2.0%	-9.4%	4.0%	nt	nt	nt
Cc1c(Nc2ncccc2C(=O)O)cccc1C(F)(F)F	nt	i	-36.5%[25.6 µM]	-17.0%[23.9 µM]	nt	nt	0.7
CCSc1ncc(Cl)c(C(=O)N(Cc2ccccc2)c2ccc(OC)cc2)n1	nt	nt	?	?	nt	nt	34.1
Cc1ccc(NC(=O)CCNS(=O)(=O)c2ccc3c(c2)CCCC(=O)N3)cc1	nt	nt	2.6%	-4.7%	nt	nt	10.8
Cc1ccc(C(=O)N2CCN(C3CCN(CCC(C)C)C3=O)CC2)cc1 (stereo unspecified)	-6.6%	i	-14.4%	1.2%	-7.7%	?	7.3
CCCCN1C(=O)C(O)(c2c(C)[nH]c3ccccc23)c2ccccc21 (stereo unspecified)	nt	nt	21.8%	20.4%	nt	nt	6.2
COc1ccc(CNC(=O)c2cc3c(-c4ccccc4F)nn(C)c3s2)cc1	nt	nt	-9.9%	-21.4%	nt	nt	-36.3*
O=C1NCCCc2[nH]c(-c3nc(-c4ccncc4)n[nH]3)nc21	0.1%	-7.5%	-0.3%	0.5%	-7.6%	-4.6%	6.9
Cc1nnc2ccc(N3CCCC(NC(=O)c4cccc(Cl)c4)C3)nn12 (stereo unspecified)	?	nt	nt	nt	nt	79.4µM*	1.1
C[C@@H](c1ccccc1)N1C(=O)[C@@H]2CN(C(=O)CSc3ccncc3)CCN2C1=O	?	i	28.9%[87.6 µM]	3.4%[87.6 µM]	-6.5%[172 µM]	?	-2.2
Cc1ccccc1Cn1cc(CCC(=O)NCc2cccc(Br)c2)c2ccccc21	nt	nt	-18.4%	?	nt	nt	-29.4*
COc1ccccc1C(=O)N1CCC2(CC1)CC(OC)CCO2 (stereo unspecified)	-18.9%	i	-8.1%	3.7%[12.5 µM]	-14.8%	-3.8%	-13.3
Cc1cc(C)n2nc(CNS(=O)(=O)c3ccccc3)nc2n1	nt	nt	8.9%	5.4%	nt	nt	-8.1
O=C(O)CCC(=O)N1CCc2cc(S(=O)(=O)NCc3ccc(F)cc3)ccc21	nt	nt	-2.8%	?	nt	nt	-16.1
O=C(Cn1ccn2nc3c(c2c1=O)CCCCC3)NCc1ccccc1Cl	-23.0%	i	13.1%	5.9%	0.0%	-28.5%	0.8
COc1ccc(OC)c(NC(=O)c2cccc3c2C(=O)N(C2CCCCC2)C3)c1	nt	nt	12.5%	-1.5%	nt	nt	4.4
COC(=O)c1ccc(NC(=O)c2nn(C)c3c2COc2ccccc2-3)cc1	nt	nt	-16.4%	?	nt	nt	-4.9
Cc1ccc(C)c(-c2cc3c(=O)n(CCNC(=O)c4ccc5ccccc5n4)ccn3n2)c1	?	-1.4%	-11.6%	-1.5%	0.0%	35.5µM*	-7.6
O=C(NCc1cccnc1)[C@@H]1C[C@@H](O)CN1C1CCN(C(=O)c2cc(F)ccc2F)CC1	i	i	-2.2%	0.5%	0.0%	i	20.7
CCOc1ccc(NC(=O)N2CCOc3ccccc32)cc1	nt	nt	121.8%[activator]	3.1%	nt	nt	0.8
O=C([C@H]1CCC[C@H](O)C1)N(CCC1=CCCCC1)Cc1ccccc1	?	-4.2%	-17.5%	-3.1%	-6.5%	?	16.3
O=C(NCc1ccccc1Cl)C1CCc2nnc(C3CCN([S+](=O)([O-])c4ccccc4Cl)CC3)n21 (stereo unspecified)	?	-5.0%	2.8%	6.2%	nt	?	-6.4
